High-throughput results from PubChem BioAssay.
GCN5L2 inh: inhibitors of human GCN5L2 histone acetyltransferase; AID 504327; Q92830; 390,000 tested, 0.21% active; GCN5L2 HAT assay, ThioGlo1 CoA-SH fluorescence; Potency, µM (titrated, usually from 58.9 µM), for the others: at the highest dose activity change, negative = inhibition, most hits filed as inhibitors
Target sequence (Q92830 whole entry, looked up): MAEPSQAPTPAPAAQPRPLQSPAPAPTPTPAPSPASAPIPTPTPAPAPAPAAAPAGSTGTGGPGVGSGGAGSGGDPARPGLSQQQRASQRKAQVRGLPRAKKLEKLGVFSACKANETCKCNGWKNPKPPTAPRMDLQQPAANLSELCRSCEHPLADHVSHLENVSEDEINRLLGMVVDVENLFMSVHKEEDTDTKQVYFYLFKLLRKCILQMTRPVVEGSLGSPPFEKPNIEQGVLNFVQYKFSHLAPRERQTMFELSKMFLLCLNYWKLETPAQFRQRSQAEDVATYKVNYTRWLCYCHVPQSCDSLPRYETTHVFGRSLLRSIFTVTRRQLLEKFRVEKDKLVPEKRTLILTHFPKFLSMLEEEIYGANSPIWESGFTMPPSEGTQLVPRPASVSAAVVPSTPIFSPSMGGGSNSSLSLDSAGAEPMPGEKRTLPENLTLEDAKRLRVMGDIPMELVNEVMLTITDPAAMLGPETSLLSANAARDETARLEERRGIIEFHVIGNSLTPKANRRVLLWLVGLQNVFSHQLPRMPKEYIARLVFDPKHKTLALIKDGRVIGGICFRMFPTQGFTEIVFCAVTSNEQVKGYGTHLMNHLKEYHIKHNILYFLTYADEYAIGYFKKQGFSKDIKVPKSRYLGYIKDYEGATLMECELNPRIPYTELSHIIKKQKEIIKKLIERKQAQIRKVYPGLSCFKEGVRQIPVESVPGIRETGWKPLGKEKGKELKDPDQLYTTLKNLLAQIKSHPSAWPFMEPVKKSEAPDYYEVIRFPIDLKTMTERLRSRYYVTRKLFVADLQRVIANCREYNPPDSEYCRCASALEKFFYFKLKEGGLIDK
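Titration-based screen in which CoA formation is detected via maleimide probe ThioGlo1 (50uM) turning fluorescent on thiol reaction; substrates H3(1-25) 75uM and acetyl-CoA 70uM, GCN5L2 20nM, 20 min incubation at room temperature.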
N370S GC: N370S glucocerebrosidase modulation, Gaucher chaperone candidate. P04062. N370S GC spleen homogenate, 4MU-glucoside fluorescence. Potency, µM (highest dose often 59.4 µM), without a hit: top-dose activity change, negative = inhibition, hits mostly inhibitors. 330,000 tested, 0.092% active. AID 2101;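 note: 0% = full enzyme activity and -100% = no enzyme basal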
FEN1 inh: blocks human flap endonuclease 1; P39748; Recombinant FEN1 flap cleavage, fluorescence, 15 min; Potency, µM (doses to about 114 µM), without a hit: top-dose activity change, negative = inhibition, actives largely listed as inhibitors; 390,000 tested, 0.35% active; AID 588795; note: nearly all actives have a fitted effect of over 65% in size
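Steps: FEN1 (10 nM) dispensed; compound added by pin tool; 15 min at room temperature; substrate added to 50 nM final; reads at 0 min and 15 min; data normalized and fitted (four-parameter Hill).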
The depositor's hits bear a star; ? = inconclusive; / = not tested or not shown; & = joins results of further samples; [ ] = remark or other dose. Calls come from the whole dose curve; as a rule, active = well fitted curve in the direction sought with a large enough effect; inconclusive = small, poorly fitted or top-dose-only effect, or another doubt; inactive = no such curve, though single readings can be large; an effect the other way counts as inactive or inconclusive. Unless noted, % is set by controls: 0 for no effect and ±100 for the full control effect; potency is the fitted concentration of half-maximal effect.

Compound	GCN5L2 inh	N370S GC	FEN1 inh
C=CCNC(=O)COc1coc(CN2CCN(Cc3ccccc3)CC2)cc1=O	2%	-3%	22%
Cc1cc(-c2ccc(/C=N/n3cnnc3)o2)c([N+](=O)[O-])cc1C	-5%	22%	-5%
Cc1ccc(-c2noc(CCCN3C(=O)c4ccccc4C3=O)n2)cc1	-5%	-8%	-2%
O=C(CN1CCN(c2ncccn2)CC1)N(Cc1ccccc1)c1ccc(F)cc1	2%	-3%	1%
COc1cc(SC#N)ccc1N=Cc1c(C)[nH]n(-c2ccc(C)cc2)c1=O	30%	-8%	-1%
O=C(NCCc1ccccc1)c1cc2ncc(Br)cn2n1	-28%	3%	-1%
Fc1cccc(NC(=S)N2CCCC2)c1	-3%	-8%	-13%
CCCN(CCC)CCNC(=O)c1ccc2c(c1)NC(=O)C(CS(=O)(=O)Cc1cccc(Br)c1)N2 (centres undefined)	10%	/	-15%
COc1ccccc1/C=C/C(=O)OCC(=O)Nc1c(C)nn(-c2ccccc2)c1C	0%	/	-3%
Cc1cccc(Nc2nc(N)nc(CSc3nccc(C)n3)n2)c1	1%	3%	16%

Carrying on.
Compound	GCN5L2 inh	N370S GC	FEN1 inh
CC(NCC(=O)NCC(=O)Nc1ccc(F)cc1)c1cccc(C(F)(F)F)c1 (centres undefined)	-5%	/	3%
CC1CCC/C(=N\Nc2ccc(Cl)c(C(=O)O)c2)C1 (centres undefined)	-3%	4%	-21%
CCOCC(=O)Nc1c(C)n(C)n(-c2ccccc2)c1=O	-1%	-18%	/
O=C(O)CCCN1C(=O)C2C3CC(C2C1=O)C1C(c2ccccc2)c2sc(=O)[nH]c2SC31 (centres undefined)	0%	-11%	0%
CC1CCCCN1C(=O)CCNC(=O)Cn1cnc2ccccc2c1=O (centres undefined)	4%	-12%	8%
COc1cccc(C(=O)N(Cc2ccccc2)Cc2cc3cc4c(cc3[nH]c2=O)OCCO4)c1	?	19%	-8%
CC(C)c1ccc(S(=O)(=O)c2cn(CC(=O)Nc3ccc(F)cc3)c3ccccc3c2=O)cc1	1%	/	4%
N#C/C(=C\c1ccc(-c2cccc(Cl)c2)o1)C(=O)Nc1cccc2cccnc12	-7%[0.501 µM]	-2%	23%
CN1CCN(c2nc3c(c(=O)n(C)c(=O)n3C)n2Cc2cccc3ccccc23)CC1	1%	-4%	-8%
COC(=O)CN(c1ccccc1C)S(C)(=O)=O	-7%	5%	1%

Remaining list, next part
Compound	GCN5L2 inh	N370S GC	FEN1 inh
COc1cc([N+](=O)[O-])ccc1NC(=S)Nn1cnnc1	-18%	-13%	-10%
CC(=O)c1ccc(N2CCN(C(=O)c3ccc(Cl)c(S(=O)(=O)NC4CC4)c3)CC2)c(F)c1	-8%	-16%	-6%
Cc1ccnc(NC(NC(=O)C(C)C)(C(F)(F)F)C(F)(F)F)c1	-2%	13%	-3%
CCOCCCNC(=O)C(c1ccc(OC)cc1)N(Cc1cccs1)C(=O)CNC(C)=O (centres undefined)	2%&-6%	2%	0%&13%
O=C(NCC(=O)N1CCN(c2ccccc2O)CC1)c1ccc2ccccc2c1	-22%	0%	-18%
O=C(Nc1nnc(C2CC2)s1)c1ccc(S(=O)(=O)c2ccccc2)cc1	23%	-2%	8%
COc1ccccc1NC(=O)Nc1nnc(CC(=O)Nc2ccccc2C)s1	-3%	-14%	-3%
O=C(O)/C=C/C(=O)Nc1ccc(Oc2ccc(NC(=O)/C=C/C(=O)O)cc2)cc1	-4%	12%	/
O=C(CCOc1ccccc1)N1CCN(c2ccc(O)cc2)CC1	-4%	12%	-5%
CCOC(=O)C1CCCN(C(=O)c2ccc3c(c2)OCO3)C1 (centres undefined)	1%	-1%	-10%

Remaining list, next part
Compound	GCN5L2 inh	N370S GC	FEN1 inh
O=C(Cn1cccc1C(=O)c1ccccc1)NCCCN1CCOCC1	-3%	0%	-4%
O=C(/C=C/c1ccc2c(c1)OCO2)NCC1CCCO1 (centres undefined)	-22%	-18%	-9%
COc1ccccc1CN1CCC(n2nccc2NC(=O)CCc2ccccc2)CC1	-14%	-15%	19%
CC1(C)S[C@@H]2[C@H](NC(=O)C(C(=O)O)c3ccccc3)C(=O)N2[C@H]1C(=O)O (some centres undefined)	4%	14%	13%
COc1cc(C(=O)NC2CCN(Cc3ccccc3)CC2)cc(Cl)c1OC	-2%	-9%	2%
CCOC(=O)c1ccc(NC(=O)c2nc[nH]c2C(=O)N[C@@H](CCCCNC(=O)OC(C)(C)C)C(=O)OC(C)(C)C)cc1	-9%	?	?
CCc1c(C(=O)N/N=C/c2ccc(OCc3ccc(F)cc3)c(OC)c2)nnn1-c1nonc1N	-3%	-6%	3%
CN(c1ccc(C(=O)N2CCCCC2)cc1)S(C)(=O)=O	-6%	1%	10%
COc1ccc(S(=O)(=O)N2CCOCC2)cc1C(=O)N1CCCCCC1	-3%	1%	0%
O=C(c1cc(-c2cccc(Cl)c2)on1)N1CCCCCC1	-7%	-12%	0%

More compounds:
Compound	GCN5L2 inh	N370S GC	FEN1 inh
CCOC(=O)c1c(C)oc2ccc(NS(=O)(=O)c3ccc(C(=O)O)cc3)cc12	-1%	-24%	-18%
CCN1C(=O)N[C@@H](CCc2ccccc2)[C@H](C(C)=O)[C@H]1C	/	21%[12.8 µM]	3%
CCN(CC)C(=O)C(=O)Nc1ccc(OCc2ccccc2)cc1	-12%	-13%	-6%
CC1Cc2cc(S(=O)(=O)NCc3ccc(N(C)C)cc3)ccc2N1C(=O)C1CCC1 (centres undefined)	-19%	/	-1%
Nc1c(-c2cccc(Cl)c2)cnn1-c1ccccc1	-12%	9%	-20%
Cc1ccc(S(=O)(=O)N2CCOCC2)cc1C(=O)N1CC(C)CC(C)C1 (centres undefined)	-5%	/	-2%
CCc1n[nH]c(=S)n1/N=C/c1cc(OC)cc([N+](=O)[O-])c1O	?	-4%	-29%
CC1CN(C(=O)CN2C(=O)c3ccccc3C2=O)CC(C)O1 (centres undefined)	0%	1%	-5%
O=C(NCc1ccccc1)C1=C[C@@H](C2CCCCC2)C[C@@H](OCc2ccc(CO)cc2)O1	2%	?	-8%
Cn1c(C(=O)N/N=C/c2ccccc2)cc2ccccc21	1%	-13%	-2%

The results go on.
Compound	GCN5L2 inh	N370S GC	FEN1 inh
O=C(/C=C/c1cccc([N+](=O)[O-])c1)NCc1ccco1	14%	5%	1%
C=CCSC1=C(C#N)C(c2ccccc2OC)CC(=O)N1 (centres undefined)	-6%	10%[2.35 µM]	12%
CCOc1ccc(S(=O)(=O)NC2CC2)cc1C(N)=O	19%	10%	5%
COc1cccc(-n2ccnc2SCC(=O)NCc2ccccc2)c1	-3%	-3%	-1%
Cc1cc(Nc2ccc(C(=O)O)cc2)n2nc(C)nc2n1	?	2%	24%
CCCCNC(=O)C(CC)Sc1nc2ccccc2c(=O)n1CCc1ccc(OC)c(OC)c1 (centres undefined)	3%	/	18%
O=C(CN1CCN(c2ccccn2)CC1)NC1CCCCC1	-6%	5%	2%
Cc1[nH]n(-c2ccccc2)c(=O)c1/C=C1/C=c2ccccc2=N1	11%	1%	0%
COc1ccc(NC(=O)Cc2c(Cl)cccc2Cl)cn1	-11%	0%	3%
CCCSc1ncc(Cl)c(C(=O)Nc2ccc(S(=O)(=O)N3CCCC(C)C3)cc2)n1 (centres undefined)	-4%	/	-2%

(next part)
Compound	GCN5L2 inh	N370S GC	FEN1 inh
N#Cc1cccc(NC(=O)C2CCN(c3ncccn3)CC2)c1	0%	/	-3%
COc1ccc(C2NC(=O)NC(C)=C2C(=O)OCc2ccc3c(c2)OCO3)cc1OC (centres undefined)	-13%	-6%	-15%
CCc1cccc2c(C(=O)CSc3nncn3-c3ccccc3OC)c[nH]c12	-1%	5%	-1%
Cc1ccc(-n2c(CNc3ccc(C)c(Cl)c3)n[nH]c2=S)cc1	16%	-16%	0%
NC(=O)c1cc2cc(Cl)ccc2oc1=O	-8%	4%	-5%
O=C(Cn1c(=O)n(Cc2ccc(F)cc2)c(=O)c2sc3ccccc3c21)Nc1ccc(F)cc1F	2%	/	3%
CCCCCN(C(=O)CCC(=O)OCC(=O)c1ccc(C(C)(C)C)cc1)c1c(N)n(CCCC)c(=O)[nH]c1=O	-4%	0%	-3%
CCOC(=O)CNC(=O)CNC(=O)c1nn(-c2ccc(OC)c(OC)c2)c(=O)c2ccccc12	-19%	-5%	23%
Cn1c(=O)n(C)c2cc(/C=N/NC(=O)c3cc4cc(Br)ccc4o3)ccc21	-28%	-20%	-18%
CCNc1ccccc1CP(=O)(c1ccccc1)c1ccccc1O (centres undefined)	-15%	0%	-7%

Going on with the list.
Compound	GCN5L2 inh	N370S GC	FEN1 inh
O=C(CSc1nnc(Cc2ccccc2)o1)Nc1ccc2c(c1)OCO2	0%	/	-5%
COc1ccc(N(Cc2cc3ccc(C)cc3[nH]c2=O)C(=O)C2CCCO2)cc1 (centres undefined)	-4%	-4%	1%
CCc1ccc(/C=N/NC(=O)Cc2ccc(OC)c(OC)c2)s1	-4%	-4%	-11%
O=[N+]([O-])c1ccc(N2CCN(S(=O)(=O)c3ccccc3)CC2)cc1NCCN1CCOCC1	-12%	-16%	25%
COc1cccc(/C=C/C(=O)OCC(=O)NC2CCCCCCC2)c1	-14%	/	-13%
C[C@H](CO)N1C[C@H](C)[C@@H](CN(C)S(=O)(=O)c2cn(C)cn2)Oc2c(NC(=O)Nc3ccc(C(F)(F)F)cc3)cccc2C1=O	-6%	/	14%
CC1CCCCC1NS(=O)(=O)c1ccc2c(c1)CCC(=O)N2 (centres undefined)	-6%	/	-15%
COc1ccc(C(=O)C2CCCN(C(=O)c3cccnc3OC)C2)c(C)c1 (centres undefined)	1%	0%	2%
COc1ccc(OCc2nc3c4c(-c5ccc(OC)cc5)c(-c5ccc(OC)cc5)oc4ncn3n2)cc1	-1%	/	9%

Structural class, those above with a Cl atom
Compound	GCN5L2 inh	N370S GC	FEN1 inh
CC1CCC/C(=N\Nc2ccc(Cl)c(C(=O)O)c2)C1 (centres undefined)	-3%	4%	-21%
N#C/C(=C\c1ccc(-c2cccc(Cl)c2)o1)C(=O)Nc1cccc2cccnc12	-7%[0.501 µM]	-2%	23%
CC(=O)c1ccc(N2CCN(C(=O)c3ccc(Cl)c(S(=O)(=O)NC4CC4)c3)CC2)c(F)c1	-8%	-16%	-6%
COc1cc(C(=O)NC2CCN(Cc3ccccc3)CC2)cc(Cl)c1OC	-2%	-9%	2%
O=C(c1cc(-c2cccc(Cl)c2)on1)N1CCCCCC1	-7%	-12%	0%
Nc1c(-c2cccc(Cl)c2)cnn1-c1ccccc1	-12%	9%	-20%
COc1ccc(NC(=O)Cc2c(Cl)cccc2Cl)cn1	-11%	0%	3%
CCCSc1ncc(Cl)c(C(=O)Nc2ccc(S(=O)(=O)N3CCCC(C)C3)cc2)n1 (centres undefined)	-4%	/	-2%
Cc1ccc(-n2c(CNc3ccc(C)c(Cl)c3)n[nH]c2=S)cc1	16%	-16%	0%
NC(=O)c1cc2cc(Cl)ccc2oc1=O	-8%	4%	-5%

3 entries picked at random from those above:
Compound	GCN5L2 inh	N370S GC	FEN1 inh
COc1ccc(N(Cc2cc3ccc(C)cc3[nH]c2=O)C(=O)C2CCCO2)cc1 (centres undefined)	-4%	-4%	1%
COc1ccc(OCc2nc3c4c(-c5ccc(OC)cc5)c(-c5ccc(OC)cc5)oc4ncn3n2)cc1	-1%	/	9%
O=C(CSc1nnc(Cc2ccccc2)o1)Nc1ccc2c(c1)OCO2	0%	/	-5%
